Source: PubChem
ARNT TACC3 PPI: disruptors of ARNT/TACC3 protein interaction, primary screen, biochemical, AlphaScreen, single concentration | Transforming acidic coiled-coil-containing protein 3 (Homo sapiens), Q9Y6A5 | AlphaScreen His-ARNT PAS-B/GST-TACC3 binding, luminescence; TACC3 fragment carries E629A point mutation | inhibition, % at 9.99 µM | 390,000 compounds, 0.66% hits | AID 623870, 2012;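 active = mean inhibition of replicates at least 50% and at least half of replicates each reaching 50%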;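 also: 0% = complete ARNT plus TACC3 wells and 100% = ARNT alone without TACC3; many hits fall short of the cut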
Cneo AK release: Cryptococcus neoformans cell lysis inducers, primary screen, AK release luminescence, single concentration. AID 651654, 2012. lysis activity, % at 15 µM. 360,000 compounds, 0.2% hits. C. neoformans lysis, adenylate kinase release luminescence, 4 h; normalised: neutral wells 0, clomiphene wells 100;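 active = mean lysis activity across replicates of at least 80%, whatever share of replicates individually reach that level; inactive = mean lysis activity below 80%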
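Assay system: Cryptococcus neoformans yeast cells / Dosing: single-point compound dose / Timing: 4 h at 37 °C static, read 1 h later / Measured by: luminescence of released adenylate kinase using an AK detection reagent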
GSIS activator: GLuc luminescence reporter in INS-1E cells, primary screen for activators of glucose-dependent secretion of insulin; INS-1E GLuc reporter insulin secretion, 2-3 h; activation, % at 16.6 µM; 370,000 compounds, 0.61% hits; AID 743287, 2014;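 active = lowest replicate activation of at least 40%, so every replicate reaches that level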;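 also: 0% = median of neutral control wells and 100% = median of IBMX positive control wells; some compounds called inactive have numbers as strong as hits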
PAX8 inh HTS: inhibitors of PAX8-driven TPO luciferase reporter, primary screen, RMG-I cells, single concentration. 360,000 compounds, 1.2% hits. inhibition, % at 12.6 µM. SteadyGlo, 24 h;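 active = mean replicate inhibition at least 60% with every replicate also reaching 60%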;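 also: luciferase light reporting Pax8 driven TPO promoter activity; plate controls were median of neutral control wells for no effect and mitoxantrone controls for full effect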
LGR2 inh: inhibitors of bursicon-induced LGR2 CRE-luciferase signal, primary screen, cell-based, HEK293, CRE-luciferase reporter, bursicon stimulation; Drosophila bursicon receptor LGR2 (rickets); bursicon-stimulated, 4 h; inhibition, % at 9.99 µM; 380,000 compounds, 0.35% hits; AID 720647, 2013;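 active = drop in luminescence signal, shown as inhibition above about 50% in the replicate tests, limit read from the data, passing the limit was not always enough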;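 also: agonist challenge used bursicon conditioned medium at about half maximal strength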
C2C12 statin: suppressors of statin myotoxicity in C2C12 myotubes, primary screen, cell-based, single point, plate reader | rescue of ATP level, % at 7.49 µM | 330,000 compounds, 0.78% hits | C2C12 myotubes + simvastatin, ATP luminescence, 48 h; scaled: DMSO 0, geranylgeraniol control 100 | AID 602340, 2012;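 active = mean ATP rescue above about 67%, or every replicate alone reaching that limit, limit read from the data, passing the limit was not always enough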;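 also: myotubes were challenged with 10 µM simvastatin during compound exposure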
PglD inh: C. jejuni PglD acetyltransferase inhibitors, primary screen, biochemical, DTNB colorimetric, single point; inhibition, % at 12.5 µM; purified PglD enzyme, DTNB colorimetric CoA detection; UDP-N-acetylbacillosamine N-acetyltransferase PglD (Campylobacter jejuni); AID 602405, 2012; 360,000 compounds, 0.098% hits; in the data active = inhibition above about 16%, passing the limit was not always enough; also: strong numbers were not always called active
PGC1a acetyl inh: inhibitors of PGC1a acetylation signal, primary screen, cell-based, U2OS, AlphaScreen, inhibitor mode; AlphaScreen anti-acetyl-lysine; with virally co-expressed GCN5 acetyltransferase; inhibition, % at 15.6 µM; 350,000 compounds, 0.17% hits;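 active = every replicate shows inhibition of at least 40%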;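 also: 0% = neutral control wells and 100% = positive control wells; some results beyond the cut were filed as inactive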
* hit, by the source's call; / = no result given; & = joins results of further samples. No enrichment for hits. About 2.9% of those tested had a hit in this group.

SMILES | ARNT TACC3 PPI | Cneo AK release | GSIS activator | PAX8 inh HTS | LGR2 inh | C2C12 statin | PglD inh | PGC1a acetyl inh
COc1ccc(N2CCN(C(=O)CN3C(=O)NC4(CCCCC4C)C3=O)CC2)cc1 (stereo not given) | 0 | 2 | 2 | 8 | 15 | -3 | 3 | 11
CCOC(=O)c1c(-c2ccc(C)o2)csc1NC(=S)NC(=O)N(C)C | -8 | -3 | 2 | / | -8 | -26 | -2 | -93
Cc1ccc2[nH]c3c(N4CCN(Cc5ccccc5)CC4)ncnc3c2c1 | 4 | -16 | / | / | / | -122 | -7 | 67
Cc1c(C)c2ccc(OCC(=O)N3CCC(C(=O)O)CC3)cc2oc1=O | -5 | 1 | 3 | / | 10 | 7 | 0 | -7
COc1ccc(CNC(=O)COC(=O)c2c(-c3c(F)cccc3Cl)noc2C)cc1OC | -1 | 4 | / | / | / | 2 | -7 | 10
COCC(=O)N(C)C[C@@H]1Oc2ncc(C#Cc3ccc(F)cc3)cc2C(=O)N([C@H](C)CO)C[C@@H]1C | -2 | -6 | 11 | / | 7 | 3 | 0 | 12
CCCN(C)C[C@@H]1OCCCC[C@H](C)Oc2ccc(NC(=O)CCCN(C)C)cc2C(=O)N([C@H](C)CO)C[C@@H]1C | 0 | -2 | 11 | -14 | -21 | -32 | 1 | 3
CCOC(=O)/C=c1\s/c(=C\c2ccccc2OC)c(=O)n1CC(=O)N1CCOCC1 | -1 | 2 | 9 | / | -7 | -16 | -6 | -6
COc1ccc(-c2nnc(-c3cccs3)o2)cc1OC | 0 | -1 | 73* | / | -52 | 29 | -4 | -5
CCOc1ccc(N(CC(=O)Nc2nccs2)S(=O)(=O)c2c(C)[nH]c(=O)[nH]c2=O)cc1 | 7 | / | -8 | 10 | -1 | / | / | 0
CCCN(Cc1cc2cccc(C)c2[nH]c1=O)S(C)(=O)=O | 3 | 0 | 8 | / | 0 | 11 | -16 | 19
CCOC(=O)c1c(NC(=O)CSc2nnc3c(n2)[nH]c2ccccc23)sc2c1CCN(C)C2 | 9 | -3 | 2 | / | -9 | 21 | 7 | -6
CN1CCN(C(=S)Nc2cccc(S(=O)(=O)N(C)C)c2)CC1 | -1 | / | -4 | 5 | -13 | / | / | 10
CCCNC(=O)N(C)C[C@H]1Oc2cc(C#C[C@@H](C)O)ccc2S(=O)(=O)N([C@@H](C)CO)C[C@@H]1C | 0 | -1 | 5 | / | -9 | -4 | 0 | -18
COc1ccc2c(c1)c(CC(=O)O)c(C)n2C(=O)c1ccc(Cl)cc1 | -4 | 1 | / | 0 | 11 | 10 | 5 | -8
Cn1c(SCC(=O)N2CCCC2)nnc1-c1ccc2c(c1)OCO2 | -2 | -1 | 22 | -26 | -4 | 9 | 1 | /
CCOC(=O)Cn1cc(C#N)c2cccc(CC)c21 | 7 | 0 | 5 | 7 | 12 | -2 | -6 | -3
Fc1ccccc1-n1c(-c2ccc3ccccc3n2)n[nH]c1=S | 1 | 15 | 6 | 13 | -12 | 7 | 0 | 2
O=C1c2ccccc2C(=O)C12OC2c1cccc2ccccc12 (stereo not given) | 18 | / | 16 | -2 | / | 7 | / | 4
C[C@@H]1CN([C@@H](C)CO)C(=O)Cc2cc(NC(=O)Cc3cn(C)c4ccccc34)ccc2O[C@H]1CN(C)Cc1ccc(Cl)c(Cl)c1 | / | 6 | 5 | / | -8 | 72* | -4 | -4
Cc1ccccc1-n1c(SCC(=O)NCC2CCCO2)nc2c([nH]c3ccccc32)c1=O (stereo not given) | 2 | 0 | -21 | 1 | -2 | 4 | -8 | -2
CCN1CCN(C(=O)c2cc(COc3ccc(F)c(F)c3)on2)[C@@H](C)C1=O | / | -1 | -5 | -70 | -35 | 2 | -2 | /
O=C(Nc1nnc(S(=O)(=O)N2CCCCCC2)s1)c1ccccc1Cl | -6 | 3 | / | -15 | 11 | 11 | 3 | 0
C[C@H](NC(=O)c1[nH]cnc1C(=O)Nc1ccc(Cl)cc1)c1ccccc1 | 6 | 1 | -3 | 2 | 5 | -18 | 2 | /
CC(CCO)Nc1nc2c(c(=O)n(C)c(=O)n2C)n1Cc1cccc(Br)c1 (stereo not given) | 2 | -1 | / | / | / | 25 | -7 | 6
C/C(CC(=O)Nc1ccc(C)c(Cl)c1)=N\NC(=O)c1cccc(O)c1 | 13 | -6 | -13 | -5 | -45 | 1 | -114 | -1
C=CCN(Cc1ccc(OC)c(OC)c1)C(=O)c1cc2cc(F)ccc2[nH]1 | -3 | -1 | 10 | 11 | -41 | 3 | / | 1
O=C(COC(=O)c1ccco1)Nc1cc(S(=O)(=O)N2CCCCC2)ccc1Cl | / | 0 | -5 | 1 | -1 | 0 | 0 | 0
C[C@@H]1CN([C@@H](C)CO)C(=O)c2cc(NC(=O)C3CC3)ccc2O[C@@H]1CN(C)Cc1ccc(Cl)c(Cl)c1 | 3&-1 | 11&1 | -24&-45 | 18 | 29&15 | 7&-6 | 0&-2 | -9&-3
CN(Cc1cn[nH]c1-c1ccc(-c2ccccc2)cc1)CC1CCOCC1 | -3 | -2 | / | -28 | -45 | -22 | -5 | 5
Cc1ccc(SC(C)C(=O)N2CCCC2)cc1 (stereo not given) | -2 | -3 | -3 | / | 9 | 7 | 3 | -1
Cc1nnc(SCC(=O)Nc2sc3c(c2C(=O)c2ccccc2)CCCC3)s1 | -4 | 5 | -16 | 30 | 19 | / | -5 | -1
COc1ccc(Nc2ncnc3sc(-c4ccccc4)cc23)c(OC)c1 | -8 | / | -12 | -5 | 9 | / | / | /
COc1ccccc1N1CCN(C2CCCN(Cc3ccccc3OCCO)C2)CC1 (stereo not given) | 3 | 2 | -9 | 25 | -5 | 2 | -3 | 13
CN(Cc1c(F)cccc1Cl)C(=O)CNC(=O)c1cccs1 | -3 | 0 | -3 | -80 | -24 | / | 2 | -4
Cc1cccc(C)c1OCC(=O)N/N=C/c1ccc2c(c1)OCO2 | 1 | 0 | / | / | / | -31 | -5 | 2
CCCCN1C(=O)N(CCc2ccc(F)cc2)S(=O)(=O)c2cc(C(F)(F)F)ccc21 | 0 | -1 | -20 | -8 | -13 | -1 | -3 | 4
Cc1cc(NC(=O)c2cccc(C)c2[N+](=O)[O-])no1 | -11 | 0 | -18 | -22 | -4 | 3 | -2 | -3
CCCc1cc(=O)n2[nH]c(-c3cccc(Br)c3)cc2n1 | -9 | 2 | 6 | -125 | -69 | -39 | -5 | /
CSc1ncccc1C(=O)OCC(=O)N1CCN(S(=O)(=O)c2ccc(C)cc2C)CC1 | -3 | -2 | -26 | -1 | 5 | 2 | -1 | 5

The list goes on, overlapping the part above by 2 compounds.
SMILES | ARNT TACC3 PPI | Cneo AK release | GSIS activator | PAX8 inh HTS | LGR2 inh | C2C12 statin | PglD inh | PGC1a acetyl inh
CCCc1cc(=O)n2[nH]c(-c3cccc(Br)c3)cc2n1 | -9 | 2 | 6 | -125 | -69 | -39 | -5 | /
CSc1ncccc1C(=O)OCC(=O)N1CCN(S(=O)(=O)c2ccc(C)cc2C)CC1 | -3 | -2 | -26 | -1 | 5 | 2 | -1 | 5
CC(=O)Nc1cccc(C(=O)NC2CCCc3c2cnn3-c2ccc(C(C)(C)C)cc2)c1 (stereo not given) | 1 | 13 | -41 | 18 | 11 | -12 | 0 | -7
CN1CC2CCCC3(C1)C(=O)NC1(CCCCC1)N=C23 (stereo not given) | 0 | -1 | / | / | / | 4 | 0 | 4
CCN(C(=O)COC(=O)CSc1ccc(C)c(C)c1)C1CCS(=O)(=O)C1 (stereo not given) | -4 | 5 | 22 | 8 | 12 | 1 | -2 | /
Cc1ccc(-n2c(C)nc3c(cnn3-c3ccc(F)cc3)c2=O)cc1 | 1 | 1 | / | / | / | 7 | 1 | -6
CNc1cncc(-c2ccc(OC)cc2)n1 | / | -1 | 2 | / | -55 | -2 | -3 | -5
CCN1CCN(C(=O)CN(C)S(=O)(=O)c2cc(C)ccc2OC)CC1 | 2 | / | 9 | -1 | -9 | 1 | / | 19
CCCCc1nnc(NC(=O)c2nc3nccc(C)n3n2)s1 | -1 | -2 | -6 | -15 | / | / | -2 | /
O=C(NCc1ccc2c(c1)OCO2)C1CCCN1C(=O)Nc1ccc(F)cc1 (stereo not given) | -4 | 0 | / | 7 | / | 9 | 1 | 8
C[C@H](CO)N1C[C@H](C)[C@H](CN(C)Cc2cncnc2)Oc2ncc(-c3ccc(F)cc3)cc2C1=O | -13 | -2 | 3 | / | 9 | -2 | -3 | -1
CCOC(=O)c1[nH]c(C)c(C(=O)OCc2ccc(C)cc2)c1C | 21 | -2 | 4 | 2 | -10 | 8 | -3 | 1
Cc1ccc(C)c(NC(=O)CCC(=O)N/N=C/c2cc([N+](=O)[O-])ccc2O)c1 | 49* | 2 | -17 | 0 | -2 | 0 | 1 | 9
Cc1ccc(C)c(OCC(=O)Nc2ccc(S(=O)(=O)N3CCN(C)CC3)cc2)c1 | -1 | 6 | / | / | / | 4 | -12 | -13
CCOC(=O)c1sc2ccc(S(=O)(=O)N3CCCCC3)cc2c1N | / | 0 | / | / | / | -24 | -5 | -38
Cc1[nH]c2ccccc2c1/C=N/NC(=O)Cc1cccs1 | 5 | -1 | -10 | 4 | 2 | / | 0 | /
CCCn1c(CN2CCN(C(=O)OCC)CC2)nc2cc([N+](=O)[O-])ccc21 | -9 | -2 | -5 | 1 | -9 | -17 | -2 | -18
CC(=O)n1cc(/C=N/NC(=O)c2ccc(Cl)cc2)c2ccccc21 | -5 | -3 | -14 | -70 | -38 | -7 | -1 | 7

7 compounds picked at random from the list so far:
SMILES | ARNT TACC3 PPI | Cneo AK release | GSIS activator | PAX8 inh HTS | LGR2 inh | C2C12 statin | PglD inh | PGC1a acetyl inh
Cc1ccc(C)c(NC(=O)CCC(=O)N/N=C/c2cc([N+](=O)[O-])ccc2O)c1 | 49* | 2 | -17 | 0 | -2 | 0 | 1 | 9
Cc1ccc(C)c(OCC(=O)Nc2ccc(S(=O)(=O)N3CCN(C)CC3)cc2)c1 | -1 | 6 | / | / | / | 4 | -12 | -13
C[C@H](CO)N1C[C@H](C)[C@H](CN(C)Cc2cncnc2)Oc2ncc(-c3ccc(F)cc3)cc2C1=O | -13 | -2 | 3 | / | 9 | -2 | -3 | -1
Cc1ccc(-n2c(C)nc3c(cnn3-c3ccc(F)cc3)c2=O)cc1 | 1 | 1 | / | / | / | 7 | 1 | -6
CC(=O)Nc1cccc(C(=O)NC2CCCc3c2cnn3-c2ccc(C(C)(C)C)cc2)c1 (stereo not given) | 1 | 13 | -41 | 18 | 11 | -12 | 0 | -7
CCN(C(=O)COC(=O)CSc1ccc(C)c(C)c1)C1CCS(=O)(=O)C1 (stereo not given) | -4 | 5 | 22 | 8 | 12 | 1 | -2 | /
CCN1CCN(C(=O)CN(C)S(=O)(=O)c2cc(C)ccc2OC)CC1 | 2 | / | 9 | -1 | -9 | 1 | / | 19
